FBPA coupling cs: qHTS Assay for Inhibitors of Fructose-1,6-bisphosphate Aldolase from Giardia Lamblia: Coupling assay counterscreen; coupling enzyme system counterscreen, AmpLite Red fluorescence; activity change, negative = inhibition, % at 58.2 µM, hits read low; 290,000 tested, 0.67% active; AID 2472, 2010; in the data active = activity change below about -30%
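First, compound is pin-transferred into glyceraldehyde-3-phosphate coupling-enzyme reagent at 57.5 uM final and held 10 min at RT. Next, substrate, coupling system and AmpLite Red are added. After 20 min RT, fluorescence (525/598 nm) is read.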
uPA generation: qHTS for Inhibitors of Cell Surface uPA Generation. cell surface uPA generation assay, qHTS. Potency, µM (titrated, usually from 38.3 µM), inactives show at the highest dose activity change, negative = inhibition, actives largely listed as inhibitors. 330,000 tested, 0.31% active. AID 540303, 2011; active = well fitted inhibition curve with a large enough effect; inconclusive = small, poorly fitted or top-dose-only effect; inactive = no such curve, though single readings can be large or run the other way; tested in mouse RAW 264.7 cells; also: potency is read from the fitted curve at half-maximal effect; nearly all actives have a fitted effect of over 55% in size
KCNH2 3.1 inh: qHTS for Inhibitors of KCHN2 3.1: Mutant qHTS | activity change, % (tested at about 1.8 µM) | U2OS KCNH2 3.1, thallium flux FluxOr; active compounds read low | 340,000 tested, 0.95% active;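 active = maximum activity change below -70%; inconclusive = maximum activity change from -70% to -50%; inactive = maximum activity change above -50%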;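 also: thallium influx rate constant from kinetic fluorescence after stimulation buffer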
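Kinetic fluorescence (2 min after stimulation buffer) measures Tl+ influx through KCNH2 3.1 expressed by viral transduction in U2OS cells; the rate constant is normalized against DMSO controls serving as positive and negative references.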
Chronic BCR inh: qHTS Assay to Find Inhibitors of Chronic Active B-Cell Receptor Signaling | ABC-DLBCL IkBa-CBG/CBR reporter, luminescence ratio, 4 h | 340,000 tested, 0.05% active | Potency, µM (titrated, usually from 46.1 µM), for the others: at the highest dose ratio change, negative = lower green/red ratio, most hits filed as inhibitors; active = well fitted inhibition curve with a large enough effect in the signal ratio, with a control signal flat, not every such curve was filed as active; inconclusive = small, poorly fitted or top-dose-only effect, or effect the other way, or a change in a side signal; the % refers to the signal ratio;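 also: potency is read from the fitted curve at half-maximal effect; plate controls were basal doxycycline-induced cells for no effect and cells given 10 µM MG132 for full effect; MG132 reads +100%, hits lower the ratio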
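Concentration-response series (up to 46 uM) were applied to TMD8 dual-reporter cells for 4 h at 37C with doxycycline. Green/red ratio, after filter-overlap correction, defined %Activity; red signal alone was normalised to basal cells and zero luminescence.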
GALK inh: qHTS Assay for Inhibitors of Human Galactokinase (GALK). 270,000 tested, 0.007% active. Potency, µM (series often up to 57.5 µM), for inactives: at the top dose activity change, negative = inhibition, hits mostly inhibitors. P51570. Purified GALK, Kinase-Glo residual ATP luminescence; also: potency is read from the fitted curve at half-maximal effect
Target sequence (P51570 whole entry, looked up): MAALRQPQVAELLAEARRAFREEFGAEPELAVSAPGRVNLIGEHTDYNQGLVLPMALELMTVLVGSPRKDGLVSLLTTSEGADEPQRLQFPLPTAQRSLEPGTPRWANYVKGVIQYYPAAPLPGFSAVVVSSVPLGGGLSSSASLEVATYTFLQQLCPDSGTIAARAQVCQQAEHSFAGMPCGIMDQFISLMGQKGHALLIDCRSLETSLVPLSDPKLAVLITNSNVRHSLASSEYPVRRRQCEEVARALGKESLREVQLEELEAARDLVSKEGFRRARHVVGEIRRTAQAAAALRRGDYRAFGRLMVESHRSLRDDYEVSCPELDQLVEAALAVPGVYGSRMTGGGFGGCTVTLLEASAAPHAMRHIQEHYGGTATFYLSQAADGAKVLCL
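Human GALK (5 nM) with 35 uM ATP and 100 uM galactose in 20 mM HEPES pH 8.0, 5 mM MgCl2, 60 mM NaCl, 1 mM DTT, 0.01% BSA. After 1 h at room temperature, leftover ATP was read by Kinase-Glo Plus luminescence.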
Eya2 phos inh: qHTS Assay for Inhibitors of the Phosphatase Activity of Eya2; Protein phosphatase EYA2 (Homo sapiens), O00167; recombinant Eya2, OMFP fluorescence dephosphorylation (OMFP is methylfluorescein phosphate); Potency, µM (doses to about 76.9 µM), for inactives: at the highest dose activity, negative = inhibition, usual class: inhibitors; 330,000 tested, 0.006% active; also: potency is read from the fitted curve at half-maximal effect
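Eya2 protein (added as 0.2 uM solution) was preincubated with compound for 10 min at ambient temperature in 50 mM HEPES pH 7.5, 50 mM NaCl, 5 uM MgCl2, 0.05% BSA, 1 mM DTT. OMFP (added at 50 uM) then reacted 10 min; fluorescence read at 485/525 nm.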
hERG WT inh: qHTS for Inhibitors of KCHN2 3.1: Wildtype qHTS | activity change, % at 1.84 µM | AID 720551, 2013 | Voltage-gated inwardly rectifying potassium channel KCNH2 (Homo sapiens), Q12809 | U2OS, BacMam KCNH2, thallium flux FluxOr; active compounds read low | 340,000 tested, 0.37% active;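 active = maximum activity change below -70%; inconclusive = maximum activity change between -70% and -50%; inactive = maximum activity change above -50%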
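U2OS cells transduced with wild-type KCNH2 virus are loaded with FluxOr dye for 45 min, and thallium flux is measured in kinetic reads before and after stimulation buffer. Rate constants are normalized to DMSO controls.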
USP2a inh: qHTS Assay for Inhibitors of Ubiquitin-specific Protease USP2a Using CHOP2 as the Reporter; Ubiquitin carboxyl-terminal hydrolase 2 (Homo sapiens), O75604; USP2 core, Ub-CHOP2 coupled fluorogenic reporter, 485/531; Potency, µM (doses to about 38.3 µM), without a hit: top-dose activity change, negative = inhibition, hits mostly inhibitors; 330,000 tested, 0.01% active; AID 463254, 2010;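 also: potency is read from the fitted curve at half-maximal effect; plate controls were DMSO wells for no effect and full inhibition by NEM control for full effect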
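USP2 core (10nM final) preincubated 30min RT with compound in 20mM Tris-HCl pH 8.0, 2mM CaCl2, 2mM beta-mercaptoethanol, 0.05% CHAPS; 25nM Ub-CHOP2 plus 25nM reporter substrate added, fluorescence (Ex485/Em531) read after 60min.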
Giardia kill: Small Molecules that selectively kill Giardia lamblia: qHTS; Giardia lamblia trophozoite viability; activity change, % at 7.66 µM, hits read low; 340,000 tested, 0.15% active; AID 540267, 2011; in the data active = activity change below about -80%; inconclusive = between about -30% and that limit;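 also: parasites exposed to compound for two days anaerobically before the ATP read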
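Each well holds 100 Giardia trophozoites and compound. After two days (48 hrs) at 37 deg C in anaerobic conditions, ATP is quantified by luminescence.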
PKM2 act: qHTS Assay for Activators of Human Muscle isoform 2 Pyruvate Kinase; Pyruvate kinase PKM (Homo sapiens), P14618; 260,000 tested, 0.34% active; Potency, µM (titrated, usually from 57.5 µM), without a hit: top-dose activation, hits mostly activators; purified PKM2, Kinase-Glo ATP luminescence, activation; response scale: 0% is enzyme alone, no compound; also: potency is read from the fitted curve at half-maximal effect; nearly all actives have a fitted effect of over 55% in size
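hPK-M2, >95% pure; 0.1 mM ADP / 0.5 mM PEP final; imidazole pH7.2 buffer w/ 7 mM MgCl2, 50 mM KCl; 1 h RT; Kinase-Glo lum. Intermediate enzyme activity for dual inhibitor/activator qHTS.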
B2AR arrestin: qHTS assay of beta-arrestin-biased ligands of beta2-adrenergic receptor. Beta-2 adrenergic receptor (Homo sapiens), P07550. beta-arrestin recruitment to beta2AR, cell-based reporter. Potency, µM (highest dose often 46.1 µM), for the others: top-dose activation, hits mostly activators. 330,000 tested, 0.02% active;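 also: potency is read from the fitted curve at half-maximal effect; 0% = DMSO controls and full agonism = EC100 isoproterenol or metaproterenol; nearly all actives have a fitted effect of over 65% in size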
Target sequence (P07550 whole entry, looked up): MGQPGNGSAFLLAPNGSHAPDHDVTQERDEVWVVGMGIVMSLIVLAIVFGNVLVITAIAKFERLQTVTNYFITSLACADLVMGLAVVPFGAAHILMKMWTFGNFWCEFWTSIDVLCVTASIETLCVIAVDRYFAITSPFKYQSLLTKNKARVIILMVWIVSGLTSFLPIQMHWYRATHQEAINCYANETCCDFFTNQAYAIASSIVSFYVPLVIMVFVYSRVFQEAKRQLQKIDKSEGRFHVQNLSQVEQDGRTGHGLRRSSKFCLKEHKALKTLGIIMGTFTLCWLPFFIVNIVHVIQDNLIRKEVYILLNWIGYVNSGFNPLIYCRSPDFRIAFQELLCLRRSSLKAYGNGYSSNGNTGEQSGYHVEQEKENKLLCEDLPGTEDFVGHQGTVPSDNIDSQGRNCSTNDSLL
* hit, by the source's call; ? = inconclusive; · = no result given; & = joins results of further samples; [ ] = another dose, or the depositor's remark. Unless noted, calls follow the shape of the dose curve; as a rule, active = well fitted curve in the direction sought with a large enough effect; inconclusive = small, poorly fitted or top-dose-only effect, or another doubt; inactive = no such curve, though single readings can be large; an effect the other way counts as inactive or inconclusive. Unless noted, % is scaled to controls: 0 for no effect and ±100 for the full control effect.

The opening seven records, to show the layout:
SMILES	FBPA coupling cs	uPA generation	KCNH2 3.1 inh	Chronic BCR inh	GALK inh	Eya2 phos inh	hERG WT inh	USP2a inh	Giardia kill	PKM2 act	B2AR arrestin
O=C(Cn1nnc(-c2ccccc2)n1)N1CCN(c2ccc(F)cc2)CC1	6	2%	19	?	7%	-1%	-15	-1%	-3	-17%	-0.2%
OC1(c2cccnc2)CCN(Cc2nnnn2Cc2ccccc2)CC1	1	5%	-1	0%	4%	-2%	-11	-2%	11	4%	-0.3%
CCOC(=O)CC1ON(C)C(=O)N1c1ccc([N+](=O)[O-])cc1 (configuration not stated)	2	-4%	-2	?	0%	1%	-4	3%	-22	-1%	-0.2%
Cn1ccnc1SCc1cc(=O)[nH]c2ccccc12	0	1%	-9	?	0%	-25%	-19	1%	-5	-2%	0.2%
COc1ccccc1N1CCN(S(=O)(=O)c2ccc(Cl)s2)CC1	2	5%	-10	2%	0%	-8%	-4	4%	20	4%	-0.1%
CCOC(=O)c1sc(NC(NC(=O)c2ccco2)(C(=O)OC)C(F)(F)F)nc1C (configuration not stated)	-1	3%	-8	-3%	1%	-4%	-4	1%	-16	-5%	0.0%
N#Cc1c(/N=C/c2ccco2)sc2c1CCC2	2	2%	-14	-1%	0%	-8%	0	1%	6	1%	-0.1%

The list itself, repeating the preview:
SMILES	FBPA coupling cs	uPA generation	KCNH2 3.1 inh	Chronic BCR inh	GALK inh	Eya2 phos inh	hERG WT inh	USP2a inh	Giardia kill	PKM2 act	B2AR arrestin
O=C(Cn1nnc(-c2ccccc2)n1)N1CCN(c2ccc(F)cc2)CC1	6	2%	19	?	7%	-1%	-15	-1%	-3	-17%	-0.2%
OC1(c2cccnc2)CCN(Cc2nnnn2Cc2ccccc2)CC1	1	5%	-1	0%	4%	-2%	-11	-2%	11	4%	-0.3%
CCOC(=O)CC1ON(C)C(=O)N1c1ccc([N+](=O)[O-])cc1 (configuration not stated)	2	-4%	-2	?	0%	1%	-4	3%	-22	-1%	-0.2%
Cn1ccnc1SCc1cc(=O)[nH]c2ccccc12	0	1%	-9	?	0%	-25%	-19	1%	-5	-2%	0.2%
COc1ccccc1N1CCN(S(=O)(=O)c2ccc(Cl)s2)CC1	2	5%	-10	2%	0%	-8%	-4	4%	20	4%	-0.1%
CCOC(=O)c1sc(NC(NC(=O)c2ccco2)(C(=O)OC)C(F)(F)F)nc1C (configuration not stated)	-1	3%	-8	-3%	1%	-4%	-4	1%	-16	-5%	0.0%
N#Cc1c(/N=C/c2ccco2)sc2c1CCC2	2	2%	-14	-1%	0%	-8%	0	1%	6	1%	-0.1%
CC(C)CC(=O)NC(C)C(c1cccs1)N1CCOCC1 (configuration not stated)	1	4%	27	6%	-2%	-2%	2	2%	21	-2%	-0.6%
O=[N+]([O-])c1c(C(Cl)Cl)nn(-c2ccccc2)c1N1CCOCC1	3	-4%	14	-17%	-3%	1%	1	9%	?	1%	-0.2%
N#Cc1c(-c2cccc(Br)c2)cc(-c2cccnc2)nc1N	4	-5%	4	9%	0%	1%	-15	3%	-2	7%	-0.5%
COc1cc2c(cc1OC)CN(C(=O)c1cc(S(=O)(=O)N3CCCCC3)ccc1Cl)CC2	·	-3%	15	2%	-1%	7%	4	0%	?	0%	0.1%
Cc1ccc(N2C(=O)c3cccc(Oc4ccc(Cl)cc4)c3C2=O)c(C)c1	-3	8%	-33	7%	1%	1%	-3	5%	14	-2%	-0.3%
O=C(Cc1cccs1)Nc1nnc(CCc2ccccc2)s1	-2	6%	10	1%	-1%	-14%	-7	-5%	3	22%	0.1%
CN(C)c1nc2c(c(=O)[nH]c(=O)n2C)n1CCOc1ccccc1	-3	1%	7	-10%	4%	11%	0	-1%	-6	-1%	-1.1%
CC1CCN(CCCNC(=O)Cn2ncc3c([nH]c4ccccc43)c2=O)CC1	11	3%	4	-15%	4%	4%	13	1%	6	1%[0.46 µM]	-0.4%
CCOC(=O)c1cnn(-c2ccccc2)c1NC(=O)CSc1nnc(-c2cccs2)n1CC	1	-2%	-2	-5%	3%	2%	5	1%	-3	-4%	-1.8%
COc1cccc(CNC(=O)CSc2ccc(-c3ccco3)nn2)c1	-3	-1%	-25	16%	0%	2%	-23	2%	-3	1%	0.8%
CC(C)(C)c1ccc(SCC(N)=O)cc1	-1	6%	0	·	0%	·	-5	·	-3	2%	·
Cc1ccc(S(=O)(=O)NCCc2nc3ccccc3[nH]2)cc1	0	-4%	4	1%	-2%	-3%	3	2%	-18	0%	-0.4%
CC(C)CC(NC(=O)c1ccc(Cl)cc1)C(=O)O (configuration not stated)	0	4%	7	?	0%	-1%	-4	0%	14	-1%	-1.6%
OCCN1CCN(Cc2nc(-c3cccc(Cl)c3)no2)CC1	-2	-1%	·	-19%	-2%	8%	32	1%	-24	4%	-1.4%
Cc1ccc(CN(CC(=O)NCCc2ccccc2)C(=O)CCCC(=O)Nc2cc(C)on2)cc1	3	-1%	4	0%	1%	4%	-1	-1%	13	-2%	0.0%
O=C(CCNC(=O)c1ccc([N+](=O)[O-])cc1)Nc1nc2ccccc2[nH]1	·	1%	-8	?	·	-38%	15	1%	6	·	-0.3%
Cn1ncc(Br)c1C(=O)NC1CCCCC1	3	-3%	12	-5%	13%	4%	2	1%	8	1%	0.3%
Cc1cccc(NC(=O)c2ccc(S(=O)(=O)NCc3cccnc3)cc2)c1	0	-15%	-4	0%	5%	-7%	6	1%	-5	·	-0.3%
CCOC(=O)c1cc2c(ccn2C)n1CC(=O)N1CCC(C)CC1	-41*	0%	-5	0%	-1%	-1%	4	-1%	28	2%	-0.6%
NC(Cc1ccc(OC(F)F)cc1)C(=O)O (configuration not stated)	2	2%	-9	2%	1%	4%	9	8%	12	-2%	-0.2%
COc1ccc(-c2coc3cc(O)cc(O)c3c2=O)cc1	1&2&1	?	1	?	0%	-1%	-9	-3%	2	4%	3.5%
N#Cc1c2ccc(OCC(=O)NCc3ccco3)cc2n2ccccc12	-1	3%	-6	?	0%	-6%	0	3%	10	·	-0.4%
O=C(CN1CCN(S(=O)(=O)c2ccccc2F)CC1)NC1CCCC1	2	2%	1	-3%	2%	-3%	-3	-1%	10	3%	-1.0%
Cc1ccccc1NC(=O)c1cc(S(=O)(=O)Nc2cccc(C(=O)O)c2)ccc1Cl	11	0%	5	4%	3%	-3%	-2	1%	-18	·	-1.2%
CCCCN1C2CCCC1CC(NC(=O)c1ccc(OC)c(OC)c1)C2 (configuration not stated)	1	0%	2	-1%	-1%	0%	26	-12%	5	-1%	-0.3%
CCNC(=S)NCCN1CCOCC1	0	2%	8	2%	-1%	3%	7	1%	-12	4%	-0.3%
CCCCN1Cc2cc(C(=O)c3cc(F)ccc3O)cnc2NC1=O	0	-8%	-9	?	7%	-7%	1	2%	-6	4%	-0.1%
CCc1cc2ccc(C)cc2nc1SCC(=O)N1CCN(C(=O)c2ccco2)CC1	5	9%	-7	21%	0%	-27%	14	1%	-10	?	-0.3%
CCOc1cc(C2C(C(=O)c3ccco3)=C(O)C(=O)N2Cc2ccccc2)ccc1O (configuration not stated)	-2	1%	13	8%	6%	1%	-1	-5%	3	·	0.0%
CCN(CC)CCN(Cc1cc2cc3c(cc2[nH]c1=O)OCCO3)C(=S)NCCCN(C)C	1	-1%	19	?	-2%	-7%	-3	1%	-10	-3%	0.2%
C=CCn1c(=O)c2ccc(C(=O)NCc3ccccc3)cc2n(Cc2cccc(Cl)c2)c1=O	-12	-6%	-7	7%	·	-4%	-5	-2%	16	1%	-0.4%
C=CCNC(=S)NCC	4	-3%	7	?	6%	7%	-6	3%	-25	1%	-0.5%
